# CFTR F508del cor: correctors of CFTR F508del function in bronchial epithelial cells. AID 720511. activity (quench increase), % at 7.58 µM. actives 0.36% (n = 350,000). CFBE cells, YFP halide quenching; stimulated with forskolin plus potentiator P3; % fluorescence drop versus neutral controls;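 active = mean added fluorescence quench of at least 8% versus neutral control, with both replicates also reaching 8%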;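 note: cells transiently co-express mutant CFTR-F508del with the halide-sensitive YFP; corrector assay measuring rescue of mutant channel to the surface after 24 h compound exposure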
# C2C12 statin: suppression of simvastatin myotoxicity. C2C12 myotubes + simvastatin, ATP luminescence, 48 h; scaled: DMSO 0, geranylgeraniol control 100. rescue of ATP level, % at 7.49 µM. actives 0.78% (n = 330,000). AID 602340;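 active = mean ATP rescue above about 67%, or every replicate alone reaching that limit, limit read from the data, passing the limit was not always enough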;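 note: myotubes were challenged with 10 µM simvastatin during compound exposure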
# PglD DTNB: blocks C. jejuni PglD acetyltransferase activity. AID 602405. purified PglD enzyme, DTNB colorimetric CoA detection. actives 0.098% (n = 360,000). inhibition, % at 12.5 µM; in the data active = inhibition above about 16%, passing the limit was not always enough; note: strong numbers were not always called active
# Cneo AK release: Cryptococcus neoformans lysis via adenylate kinase release. C. neoformans lysis, adenylate kinase release luminescence, 4 h; normalised: neutral wells 0, clomiphene wells 100. lysis activity, % at 15 µM. actives 0.2% (n = 360,000);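 active = mean lysis activity across replicates of at least 80%, whatever share of replicates individually reach that level; inactive = mean lysis activity below 80%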
#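 Material – log-phase Cryptococcus neoformans yeast cells · Input – 5 × 10^6 yeast cells/mL · Medium – fresh YPD growth medium · Doses – single compound concentration per well · Timing – static 4 h at 37 °C with compound, 1 h detection · Detection – adenylate kinase release luminescence · Read-out – signal increase indicating cell lysis · Control set – Clomiphene as positive lysis control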
# PGC1a acetyl inh: PGC1a acetylation modulation, inhibitor mode. inhibition, % at 15.6 µM. actives 0.17% (n = 350,000). AID 651687. U2OS PGC1a acetylation, AlphaScreen anti-acetyl-lysine; with virally co-expressed GCN5 acetyltransferase;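 active = every replicate shows inhibition of at least 40%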;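 note: 0% = neutral control wells and 100% = positive control wells; some results beyond the cut were filed as inactive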
# miR122 inh: inhibitors of miR-122 in Huh7 cells. actives 0.3% (n = 340,000). Huh7 miR-122 Renilla luciferase sensor, 48 h; neutral wells = 0, positive control = 100. activation (reporter increase), % at 12.5 µM;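 active = mean replicate activation score at least 90 and every replicate individually at or above 90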;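 note: higher luciferase means less miR-122 activity so hits act as miR-122 inhibitors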
# FN deposition inh: fibronectin deposition inhibition | actives 0.086% (n = 350,000) | AID 743247 | inhibition, % at 12.6 µM | AH1F fibroblasts, Alexa488-fibronectin deposition fluorescence, overnight;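 active = mean inhibition across replicates of 30% or more, regardless of how many single replicates reach that level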;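 note: positive control wells lacked labelled fibronectin entirely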
#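 Test system: AH1F fibroblast monolayer depositing Alexa488-labelled fibronectin into matrix. Input: 10000 cells per well. Technique: fluorescence, ex 485 nm, em 525 nm. Buffer or medium: DMEM plus 2% serum, read in PBS. Timing: 1 h cell adhesion before compound, then overnight fibronectin incubation. Compound: single dose, pinned. Read-out basis: inhibition from reduced deposited-fibronectin fluorescence.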
# GSIS activator: primary screen for activators of insulin secretion dependent on glucose, INS-1E cells, GLuc reporter luminescence; actives 0.61% (n = 370,000); AID 743287; INS-1E GLuc reporter insulin secretion, 2-3 h; activation, % at 16.6 µM;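 active = lowest replicate activation of at least 40%, so every replicate reaches that level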;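 note: 0% = median of neutral control wells and 100% = median of IBMX positive control wells; some compounds called inactive have numbers as strong as hits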
# The depositor's hits bear a star; · = no result given; [ ] = another dose, or the depositor's remark.
structure | CFTR F508del cor | C2C12 statin | PglD DTNB | Cneo AK release | PGC1a acetyl inh | miR122 inh | FN deposition inh | GSIS activator
COC(=O)[C@@H]1C[C@H]2CC[C@H](O)C[C@H]2N1Cc1ccccc1OS(=O)(=O)c1ccc(C)cc1 | 0.0 | -4 | -2 | -1 | -6 | 4 | -13 | ·
CC(Oc1ccccc1)C(=O)N1CCN(c2ccc(N3CCCCCC3)nn2)CC1 (stereo not drawn) | -2.0 | -4 | 4 | 1 | · | -4 | -1 | -1
O=C(C[C@H]1C=C[C@H](NC(=O)C2CCC2)[C@H](CO)O1)NCC1CC1 | -3.1 | -1 | 2 | 5 | 2 | · | -4 | 9
COc1cc2c(cc1OC)CN(C(=O)c1cccs1)CC2 | · | 16 | -13 | -3 | -4 | -3 | · | ·
CN(Cc1ccccc1)c1nc2c(c(=O)[nH]c(=O)n2C)n1CCSc1nc2ccccc2[nH]1 | · | 0 | 3 | 0 | -18 | -5 | · | ·
C[C@H]1CN([C@@H](C)CO)C(=O)c2cccc(NS(=O)(=O)c3cn(C)cn3)c2O[C@@H]1CN(C)Cc1ccc2c(c1)OCO2 | 0.4 | -32 | 5 | 3 | 9 | -1[16.7 µM] | 0 | 16
CSc1ncccc1C(=O)N1CCN(S(=O)(=O)c2ccc3c(c2)OCCO3)CC1 | -0.5 | -14 | 0 | 1 | -5 | -13 | 3 | -3
CCOC(=O)c1c(C)[nH]c(C(=O)COC(=O)/C=C/c2ccc(OC(F)F)cc2)c1C | · | · | 0 | -3 | 3 | -2 | 6 | 4
COc1cc(C(=O)OCCNC(=O)c2ccncc2)cc(OC)c1OC | · | 14 | · | · | · | -2 | -11 | 7
CCN1C(=O)CC(N2CCC(C(=O)OC)CC2)C1=O (stereo not drawn) | · | · | 6 | 1 | 2 | -3 | · | ·
CN(C)S(=O)(=O)c1cccc(C(=O)Nc2ccc3c(c2)CCC3)c1 | 0.1 | -20 | 0 | -8 | -1 | 13 | 3 | -9
CN(C)c1ccc(C#Cc2ccc3cc(CCO)oc(=O)c3c2)cc1 | · | 2 | -7 | 1 | -10 | -4 | · | ·
O=C(COC(=O)c1ccco1)NNC(=O)c1ccc(Cl)cc1 | 1.7 | 2 | -3 | 1 | -2 | -8 | -8 | 4
COc1cc(NC(=O)CN2C(=O)CN(C)C2=O)c(C)cc1[N+](=O)[O-] | -1.6 | 5 | -3 | 11 | 1 | -3 | -5 | 0
Cc1cccc(NCC(=O)N/N=C/c2cccc(Br)c2)c1 | 0.7 | · | · | · | 10 | · | -10 | 1
C[C@H](CO)N1C[C@H](C)[C@H](CN(C)C(=O)C2CCOCC2)Oc2ncc(/C=C/c3ccccc3)cc2C1=O | -0.6 | -21 | -1 | -4 | 3 | -2[16.7 µM] | · | 2
C[C@]12c3[nH]c4ccccc4c3CCN1C(=O)C(CC(=O)NCc1cccc(C(F)(F)F)c1)C[C@@H]2C(=O)N1CCOCC1 (stereo partly drawn) | -2.0 | -3 | 5 | 1 | 9 | 1 | -11 | -16
CSc1ccc(CNC(=O)C2(C)CCN2C(C)C)cc1 (stereo not drawn) | -2.0 | -5 | -5 | -3 | 15 | -2 | 1 | ·
COc1ccc(NC(=O)c2ccccc2NC(=O)C2CCCCC2C(=O)O)cc1 (stereo not drawn) | -0.7 | -7 | 5 | -3 | · | -7 | -2 | -6
CO[C@@H]1CN(C)C(=O)c2ccc(NS(=O)(=O)c3ccccc3)cc2OC[C@H](C)NC[C@H]1C | 1.3 | 3 | -3 | 2 | -2 | 1[16.7 µM] | -11 | 10
COc1cc(OC)c(NS(=O)(=O)c2coc(C(N)=O)c2)cc1Cl | 2.1 | 10 | 3 | -1 | 9 | -6 | -3 | -11
Cc1ccc(-n2c(C)cc(C(=O)COC(=O)c3c(C)noc3C)c2C)cc1 | · | -16 | -2 | -9 | 6 | -5 | -3 | ·
Cc1[nH]c2ccccc2c1C(O)CN1CCC2(CC1)OCCO2 (stereo not drawn) | -0.2 | 4 | 0 | 1 | 1 | -2 | 18 | -5
COc1ccc(/C(O)=C2/C(=O)C(=O)N(CCN(C)C)C2c2ccccn2)cc1OC (stereo not drawn) | · | 118* | -4 | 1 | 3 | 0 | 4 | ·
O=C(COC(=O)c1ccc(Cl)nc1)NCCc1ccccc1 | -2.5 | -3 | -1 | -2 | 1 | -1 | 11 | -3

# Structures listed so far that have fluorine (two):
structure | CFTR F508del cor | C2C12 statin | PglD DTNB | Cneo AK release | PGC1a acetyl inh | miR122 inh | FN deposition inh | GSIS activator
CCOC(=O)c1c(C)[nH]c(C(=O)COC(=O)/C=C/c2ccc(OC(F)F)cc2)c1C | · | · | 0 | -3 | 3 | -2 | 6 | 4
C[C@]12c3[nH]c4ccccc4c3CCN1C(=O)C(CC(=O)NCc1cccc(C(F)(F)F)c1)C[C@@H]2C(=O)N1CCOCC1 (stereo partly drawn) | -2.0 | -3 | 5 | 1 | 9 | 1 | -11 | -16

# An excerpt of these results, as labelled records:
Cc1ccc(-n2c(C)cc(C(=O)COC(=O)c3c(C)noc3C)c2C)cc1
  CFTR F508del cor = · | C2C12 statin = -16 | PglD DTNB = -2 | Cneo AK release = -9 | PGC1a acetyl inh = 6 | miR122 inh = -5 | FN deposition inh = -3 | GSIS activator = ·
Cc1[nH]c2ccccc2c1C(O)CN1CCC2(CC1)OCCO2 (stereo not drawn)
  CFTR F508del cor = -0.2 | C2C12 statin = 4 | PglD DTNB = 0 | Cneo AK release = 1 | PGC1a acetyl inh = 1 | miR122 inh = -2 | FN deposition inh = 18 | GSIS activator = -5

# The list goes on:
structure | CFTR F508del cor | C2C12 statin | PglD DTNB | Cneo AK release | PGC1a acetyl inh | miR122 inh | FN deposition inh | GSIS activator
COc1ccc(NC(=O)CSc2nnc(-c3ccccc3)n2N)cc1 | · | 0 | -1 | 1 | 2 | -2 | · | ·
C[C@H](CO)N1C[C@H](C)[C@@H](CN(C)Cc2ccc(C(=O)O)cc2)Oc2c(NC(=O)Nc3ccc4c(c3)OCO4)cccc2C1=O | -2.5 | · | 10 | -2 | -2 | -4[16.7 µM] | 5 | 6
CCOC(=O)C1(CC2CCCCO2)CCN(Cc2nc(C(C)C)cs2)CC1 (stereo not drawn) | 2.1 | · | · | · | -8 | · | 6 | -27
CC(=O)Nc1ccc(S(=O)(=O)NC(C)C(=O)NCCc2ccc(F)cc2)cc1 (stereo not drawn) | -1.1 | · | · | · | 6 | · | 9 | 3
COc1ccc(-c2ccc3n(c2=O)C[C@H]2[C@H](CO)[C@@H](C(=O)N4CCOCC4)N[C@@H]32)cc1 | · | 2 | -3 | 0 | · | · | 7 | -1
CC(C)(C)NC(=O)C(c1ccc(OCC(N)=O)cc1)N(C(=O)c1cccnc1)C1CC1 (stereo not drawn) | · | 4 | 4 | -1 | 4 | 1 | · | ·
CC(C)=C1SC(N2CCCCC2)=NC1=O | · | -5 | -6 | 1 | 1 | -2 | · | ·
COc1ccc(CCNC(=O)CSc2nn(-c3ccccc3)c(=S)s2)cc1 | 0.1 | -2 | -3 | 0 | 4 | -7 | 7 | -28
COc1ccc(-n2c(SCCNCCO)nc3sc4c(c3c2=O)CCCC4)cc1 | -0.5 | 13 | -2 | 0 | · | -2 | -6 | -9
C[C@@H]1CN([C@@H](C)CO)C(=O)c2cc(NS(=O)(=O)c3ccccc3)ccc2O[C@@H]1CN(C)S(=O)(=O)c1cn(C)cn1 | -0.1 | 5 | 4 | -5 | -5 | 5[16.7 µM] | · | 14
CC(=O)c1cccc(NC(=O)COC(=O)c2cccs2)c1 | 1.1 | 5 | 1 | 0 | 6 | -14 | · | -7
C[C@@H]1CN([C@H](C)CO)C(=O)c2cc(C#CCN(C)C)cnc2O[C@@H]1CN(C)Cc1ccccn1 | 0.4 | -6 | -2 | -19 | 1 | -9[16.7 µM] | 13 | 13
Cc1nn(CC(=O)NCCCN2CCN(C)CC2)c(=O)c2cc(-c3ccccc3)nn12 | 2.3 | -3 | -8 | -1 | · | 4 | 2 | 5
O=C(NC[C@H]1N[C@H](CO)[C@@H]1c1ccc(C2=CCCC2)cc1)c1ccccc1 | -3.8 | -12 | -4 | -2 | -1 | 29[16.7 µM] | 6 | -4
CC=Cc1ccc2n(c1=O)C[C@@H]1[C@@H](CO)[C@H](C(=O)NCCC)[C@H]2N1Cc1ccccc1OC (mixture of isomers) | -1.5 | 8 | -1 | 57 | · | -10[16.7 µM] | -10 | -1
Cc1ccccc1S(=O)(=O)N1[C@@H](C#N)[C@@H](c2ccc(C#CC3CCCC3)cc2)[C@@H]1CO | -0.6 | · | · | · | -5 | · | 12 | -5
CNC[C@@H]1Oc2ccc(NC(=O)C3CC3)cc2CC(=O)N([C@@H](C)CO)C[C@H]1C | -2.3 | 16 | 3 | -3 | 18 | 1[16.7 µM] | · | 1
O=C(CN(c1cccc([N+](=O)[O-])c1)S(=O)(=O)c1ccccc1)NCc1cccnc1 | 0.9 | 11 | -4 | 3 | 12 | 1 | 2 | 24
O=C(O)CCCN1C(=O)NC2NC(=O)NC21 (stereo not drawn) | · | -3 | -1 | 3 | -13 | 1 | -2 | ·
C[C@@H]1CN([C@@H](C)CO)C(=O)c2cc(-c3cncnc3)cnc2O[C@H]1CN(C)C(=O)Nc1ccc2c(c1)OCO2 | -1.9 | 4 | 1 | 0 | 3 | 5[16.7 µM] | · | 7
C[C@H](CO)N1C[C@H](C)[C@H](CN(C)Cc2ccc(-c3ccccc3)cc2)Oc2c(NS(C)(=O)=O)cccc2C1=O | -0.9 | -8 | 4 | 0 | 4 | -2[16.7 µM] | -8 | -5
COc1cc(Br)c(C2C(C#N)=C(N)Oc3n[nH]c(-c4cccnc4)c32)cc1OC (stereo not drawn) | 0.7 | · | · | · | 15 | · | -11 | -20
Cc1ccc(-c2nn(-c3cccc(F)c3)cc2CNCCc2ccncc2)o1 | 3.8 | -1 | 0 | 3 | 2 | 2 | -6 | 5
CCN1CC(=O)N2[C@H](C1)[C@@H](c1ccc(Br)cc1)[C@@H]2CO | -0.7 | · | · | · | -2 | · | 1 | -8
CN(Cc1ccccc1)C(=O)c1[nH]cnc1C(=O)N[C@@H](Cc1ccccc1)C(=O)OC(C)(C)C | 2.9 | 19 | -2 | 1 | 9 | 1 | 16 | -33

# Later entries:
# Below each SMILES: CFTR F508del cor	C2C12 statin	PglD DTNB	Cneo AK release	PGC1a acetyl inh	miR122 inh	FN deposition inh	GSIS activator
- O=C(O)c1ccccc1NC(=O)C1CCN(S(=O)(=O)c2ccc3c(c2)OCCO3)CC1
  -3.9	-4	0	-2	14	0	5	3
- c1ccc(CSc2ncnc3c2sc2nc(N4CCOCC4)c4c(c23)CCCC4)cc1
  ·	8	0	-1	-4	-8	·	·
- CO[C@H](CN(C)S(=O)(=O)c1ccc(C)cc1)[C@H](C)CN([C@@H](C)CO)S(=O)(=O)c1cccc(Cl)c1
  -1.0	4	0	2	-5	·	6	-24
- Cc1cc(C(=O)NNC(=S)Nc2ccccc2)nn1C
  -0.6	·	·	·	-2	-4	-8	6
- O=C(CSc1nnnn1-c1cccc(F)c1)NC1CC1
  -1.0	-1	1	-1	-20	-10	-4	0
- COCCCN1C(=O)C(CC(=O)NC2CCCCC2)CC(C(=O)N2CCOCC2)=C1C (stereo not drawn)
  -1.1	3	·	·	11	-5	2	1
- O=C(NCc1cccnc1)c1ccc(S(=O)(=O)N2CCOCC2)cc1
  -2.7	5	2	0	3	-4	·	4
- Cc1ccc(N(CC(=O)NCCc2ccc(F)cc2)S(=O)(=O)c2ccc(Cl)c([N+](=O)[O-])c2)c(C)c1
  ·	7	-167	3	29	19	-6	-8

# Assay outcomes as filed in PubChem BioAssay.
